Screens (PubChem BioAssay)
Rac1 GTP hydrolysis: MgcRacGAP GTPase-activating activity inhibitors, confirmation, biochemical, ADP Hunter fluorescence; MgcRacGAP-stimulated Rac1 GTP hydrolysis, ADP Hunter fluorescence; higher % means a stronger effect; GST-tagged Rac1 F28L mutant substrate; one-dose inhibition, % at 30 µM; IC50 in µM for titrated hits; 340,000 compounds, 0.6% hits;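 active means first-screen hits whose inhibition reached a set limit at any dose in the follow-up dose series; inconclusive means inhibition above the set first-screen limit but never retested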;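 further: fluorescence reports GDP produced by GAP-driven GTP hydrolysis; strong numbers were not always called active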
PhoP inhibition: inhibitors of PhoP regulon expression, primary screen, Salmonella Typhimurium, GFP reporter (AID 1863); S. Typhimurium PhoP-regulated promoter GFP reporter, 4 h; higher % means a stronger effect; inhibition, % at 50 µM; hits with a dose series show IC50 in µM; 300,000 compounds, 0.16% hits;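 active means inhibition over 29.93%, a cutoff 3 SD above the screen mean, later confirmed by dose response; inconclusive means inhibition over 29.93% but no dose response follow-up; inactive means inhibition at most 29.93% or unconfirmed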;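 further: 0% = low Mg2+ inducing control and 100% = high Mg2+ repressing control; strong numbers were not always called active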
West Nile antiviral: West Nile virus antiviral activity, cell-based, CPE readout (AID 1621); CPE inhibition, % at 10 µM, or IC50 in µM where a hit was titrated; 290,000 compounds, 0.02% hits; West Nile virus-infected cells, CPE inhibition; higher % means a stronger effect; in the data active means a potency from the dose series; inconclusive means CPE inhibition mostly from about 3.7% at the one dose, without a potency; inactive means the rest, 99 in 100 with CPE inhibition below about 2.2%; further: strong numbers were not always called active
SV40 large T antigen: SV40 large T antigen inhibitors, biochemical (AID 1903). 310,000 compounds, 0.39% hits. SV40 large T antigen ATPase/helicase inhibition assay; higher % means a stronger effect. inhibition, % at 20 µM, or IC50 in µM where a hit was titrated; in the data active means a potency from the dose series; inconclusive means inhibition mostly from about 32% at the one dose, without a potency; inactive means the rest, 99 in 100 with inhibition below about 32%; further: strong numbers were not always called active
WT yeast gro inh: growth inhibition of WT strain, primary screen, mitochondrial fusion inhibitor project, WT and mutant strains, chemical genetic; mitochondrial fusion phenotypic screen; inhibition, % at 10 µM; 190,000 compounds, 2.1% hits; in the data active means inhibition above about 58%; tested in S. cerevisiae
T cell HTS: modulators of CD8 T cell-vesicle binding, primary screen, mouse 2C CD8+ T cells, flow cytometry. calls only at 7 µM. AID 2052, 2009. 330,000 compounds, 0.068% hits. 2C CD8+ T cell-vesicle binding; active compounds read low;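 active means response, share of CD8 T cells binding vesicles, and their 90th percentile fluorescence all below set limits, cut at about 80% in these data, passing the limit was not always enough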
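Assay system: 2C TCR transgenic mouse naive CD8+ T cells, MACS-purified | Read-out: CD8+ gate FL2 mean fluorescence as % of same-row positive control | Signal: High-throughput flow cytometry with anti-B7-1 and anti-CD8 staining | Timing: Binding step 1.5 h, 37 °C, antibody labelling 20 min, ice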
RSV antiviral HEp-2: RSV antiviral activity via CPE protection, HEp-2 cells, primary 10 µM value included (AID 2391) | HEp-2 cells, RSV-induced CPE inhibition; higher % means a stronger effect | 310,000 compounds, 0.13% hits | one-dose CPE inhibition, % at 10 µM; IC50 in µM for titrated hits; in the data active means a potency from the dose series; inconclusive means CPE inhibition mostly from about 23% at the one dose, without a potency; inactive means the rest, 99 in 100 with CPE inhibition below about 21%; further: strong numbers were not always called active
Myeloid diff MLP: induction of myeloid progenitor differentiation, primary screen, cell-based, flow cytometry, MLPCN library | ER-HoxA9 myeloid progenitors, lysozyme-GFP differentiation | calls only at 10 µM | 360,000 compounds, 1% hits;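 active means normalized GFP-positive differentiation at or above the plate's own cutoff, the solvent-only control mean plus 3 SD; inconclusive means no clear call, values can overlap the other calls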;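 further: cells exposed to compound for four days before flow analysis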
b-catenin transl: modulators of beta-catenin nuclear translocation, primary screen, imaging, HeLa cells, immunofluorescence, high-content | nuclear translocation activity, % at 5 µM | 190,000 compounds, 0.3% hits | AID 1665, 2009;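 active means nuclear translocation activity above 50% at 5 µM, with a well cell count of 50 or more; inconclusive means wells under 50 cells across six images, flagged as toxic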;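 further: per-cell ratio of nuclear to cytoplasmic median beta-catenin stain intensity; plate controls were DMSO negative control for no effect and GSK-3 inhibitor IX positive control for full effect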
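Signal – beta-catenin immunofluorescence imaging with DAPI · Test system – human HeLa cell line · Dosing – 5 µM primary single dose, 0.1% DMSO, 0.02–20 µM confirmation series · Measure – % activation, nuclear-to-cytoplasmic median beta-catenin signal ratio per cell · Incubation – 24 h compound exposure at 37°C, 5% CO2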
WT yeast gro inh mutant strain: further read-out of WT yeast gro inh, marked with its call; inhibition, %; mitochondrial fusion phenotypic screen, mutant strain inhibition
b-catenin transl cell count 5 µM: also measured in b-catenin transl; calls as there; cell count; measured here: cell count, cytotoxicity flag
T cell HTS vesicle-bound %: also measured in T cell HTS; calls as there; double positive events, %; measured here: CD8+ vesicle-bound cell fraction;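 binding gate set so that unloaded-vesicle control wells show 10% double positive cells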
Myeloid diff MLP GFP+ MAC1+ %: second read-out of Myeloid diff MLP, no call of its own (marks repeat the call); GFP+ MAC1+ double positive, %; measured here: differentiation confirmed by MAC1 staining
* = called active by the depositor; i = inactive; ? = inconclusive; / = not tested or not shown. This is a random part of the collection; about 3.6% have a hit in one of these screens.

SMILES	Rac1 GTP hydrolysis	PhoP inhibition	West Nile antiviral	SV40 large T antigen	WT yeast gro inh	WT yeast gro inh mutant strain	T cell HTS	T cell HTS vesicle-bound %	RSV antiviral HEp-2	Myeloid diff MLP	Myeloid diff MLP GFP+ MAC1+ %	b-catenin transl	b-catenin transl cell count 5 µM
O=C(Nc1cc(S(=O)(=O)N2CCOCC2)ccc1OCC(F)(F)F)c1ccc(N2CCCC2=O)cc1	9%	-9%	/	14%	/	/	i	43	-0.5%	i	0.7	/	/
CCCc1nn(C)c(C(=O)Nc2cccc(C)c2)c1Cl	5%	-13%	-1.6%	4%	-4	2	i	16	8.4%	i	0.7	-2.3	920
COc1ccc(NC(=O)c2ccccc2NC(=O)c2ccccc2C(=O)O)c(OC)c1	8%	-3%	-0.3%	6%	/	/	i	52	0.1%	i	0.4	/	/
CC(=O)c1c(C)[nH]c(C(=O)N2CCN(c3ccccn3)CC2)c1C	10%	7%	-1.6%	-1%	/	/	i	54	15%	i	0.5	/	/
CC(C)c1ccc(NC(=O)COC(=O)C2CCCCC2)cc1	1%	/	/	/	/	/	i	28	1.2%	i	0.4	/	/
CSCCC(NC(N)=O)C(=O)Nc1ccc2ccccc2c1 (centres undefined)	4%	4%	0.3%	5%	-14	3	i	30	1.0%	i	0.4	2.8	990
CCN(CC)S(=O)(=O)c1ccc(N2CCOCC2)c(NC(=O)c2ccccc2F)c1	3%	3%	?	23%	-14	-5	i	42	3.1%	i	0.3	-3.6	1049
Cc1ccc2[nH]c(=O)c(C(c3nnnn3CC3CCCO3)N3CCOCC3)cc2c1 (centres undefined)	6%	-4%	0.3%	13%	2	12	i	46	-0.1%	i	0.7	-1.3	879
CCN1CCCC1CNC(=O)C(=O)NC (centres undefined)	-3%	-3%	0.0%	4%	1	4	i	64	-1.0%	i	0.2	-1.6	1017
CSc1ccccc1NC(=O)CN(C)C(=O)/C=C/c1ccccc1	0%	/	/	/	/	/	i	32	0.9%	i	1.0	/	/
Cc1nn(-c2ccccc2)c(C)c1/C=N/n1cnnc1	8%	-3%	-0.1%	2%	9	1	i	61	?	i	0.3	-0.5	1165
COc1cccc(N/C(N)=N/c2nc(C)cc(=O)[nH]2)c1	8%	-3%	-0.1%	23%	/	/	i	41	3.4%	i	0.2	/	/
COc1ccc(CCNC(=O)C2CCCN(S(C)(=O)=O)C2)cc1 (centres undefined)	9%	6%	0.1%	5%	/	/	i	48	0.6%	i	0.1	/	/
O=C(Nc1ccc(S(=O)(=O)N2CCOCC2)cc1)c1cccnc1	17%	-4%	1.2%	10%	/	/	i	33	0.7%	i	0.2	-4.2	1162
COCCNC(=O)/C(C#N)=C/c1cc(C)n(C2CCCCC2)c1C	1%	-5%	-0.8%	23%	4	-10	i	55	6.0%	i	0.1	-0.9	1144
COc1ccc(CN(C)C(=O)C2CC(=O)N(c3ccc4c(c3)OCCO4)C2)c(OC)c1 (centres undefined)	6%	/	/	/	/	/	i	64	2.1%	i	0.5	/	/
COCCN=C1Sc2nc3cc4c(cc3cc2CN1CC1CCCO1)OCO4 (centres undefined)	8%	4%	0.5%	4%	-9	-7	i	14	1.1%	i	0.3	-0.6	995
COc1ccc(CCNC(=O)/C=C/c2ccc(OC)c(S(=O)(=O)N3CCOCC3)c2)cc1	7%	/	-0.5%	9%	/	/	i	8	1.6%	i	0.6	1.9	1238
CC1(C)C2CC=C(/C=N/NC(=O)c3ccc(Cl)cc3)C1C2 (centres undefined)	8%	-7%	-0.9%	5%	23	4	i	36	5.7%	i	0.3	/	/
O=C(COC(=O)c1cccc([N+](=O)[O-])c1)Nc1ccc(Cl)cn1	2%	-2%	/	17%	/	/	i	60	-1.2%	i	1.1	/	/
NC(=O)CCn1nc(-c2ccc(Cl)cc2)c2ccccc2c1=O	4%	-6%	0.8%	5%	10	18	i	20	6.6%	i	1.5	-1.0	1029
O=C(NC1CCCc2c1cnn2-c1ccc(F)cc1F)c1ccccc1N1CCOCC1 (centres undefined)	9%	0%	-1.4%	4%	/	/	i	10	9.1%	i	0.5	/	/
CCCCCCn1c(SCC(C)C)nc2c1c(=O)[nH]c(=O)n2C	7%	-4%	0.3%	31%	-44	-13	i	32	5.0%	i	0.7	-9.1	1001
CC1CC(c2ccccc2)NS(=O)(=O)O1 (centres undefined)	3%	-4%	-0.7%	6%	/	/	i	25	-0.2%	i	1.4	/	/

Eight compounds from above, ordered by number of heavy atoms, highest first.
SMILES	Rac1 GTP hydrolysis	PhoP inhibition	West Nile antiviral	SV40 large T antigen	WT yeast gro inh	WT yeast gro inh mutant strain	T cell HTS	T cell HTS vesicle-bound %	RSV antiviral HEp-2	Myeloid diff MLP	Myeloid diff MLP GFP+ MAC1+ %	b-catenin transl	b-catenin transl cell count 5 µM
COc1ccc(CCNC(=O)/C=C/c2ccc(OC)c(S(=O)(=O)N3CCOCC3)c2)cc1	7%	/	-0.5%	9%	/	/	i	8	1.6%	i	0.6	1.9	1238
COc1ccc(CN(C)C(=O)C2CC(=O)N(c3ccc4c(c3)OCCO4)C2)c(OC)c1 (centres undefined)	6%	/	/	/	/	/	i	64	2.1%	i	0.5	/	/
COCCN=C1Sc2nc3cc4c(cc3cc2CN1CC1CCCO1)OCO4 (centres undefined)	8%	4%	0.5%	4%	-9	-7	i	14	1.1%	i	0.3	-0.6	995
COCCNC(=O)/C(C#N)=C/c1cc(C)n(C2CCCCC2)c1C	1%	-5%	-0.8%	23%	4	-10	i	55	6.0%	i	0.1	-0.9	1144
COc1ccc(CCNC(=O)C2CCCN(S(C)(=O)=O)C2)cc1 (centres undefined)	9%	6%	0.1%	5%	/	/	i	48	0.6%	i	0.1	/	/
CC1(C)C2CC=C(/C=N/NC(=O)c3ccc(Cl)cc3)C1C2 (centres undefined)	8%	-7%	-0.9%	5%	23	4	i	36	5.7%	i	0.3	/	/
COc1cccc(N/C(N)=N/c2nc(C)cc(=O)[nH]2)c1	8%	-3%	-0.1%	23%	/	/	i	41	3.4%	i	0.2	/	/
CC1CC(c2ccccc2)NS(=O)(=O)O1 (centres undefined)	3%	-4%	-0.7%	6%	/	/	i	25	-0.2%	i	1.4	/	/

Following part:
SMILES	Rac1 GTP hydrolysis	PhoP inhibition	West Nile antiviral	SV40 large T antigen	WT yeast gro inh	WT yeast gro inh mutant strain	T cell HTS	T cell HTS vesicle-bound %	RSV antiviral HEp-2	Myeloid diff MLP	Myeloid diff MLP GFP+ MAC1+ %	b-catenin transl	b-catenin transl cell count 5 µM
c1ccc2c(c1)SCc1nnc(-c3ccncc3)n1-2	9%	-3%	0.3%	8%	/	/	i	25	3.8%	i	0.3	-0.4	1338
O=C(COc1ccc(Br)cc1)Nc1ccc2oc(=O)ccc2c1	9%	-3%	-0.1%	16%	/	/	i	64	1.8%	i	0.6	/	/
Cn1cc(CN2CCC(Oc3ccc(C(=O)N4CCCCC4)cc3)CC2)cn1	8%	-1%	-0.2%	1%	/	/	i	72	-0.5%	i	1.0	/	/
CC1CCN(C(=O)c2[nH]cnc2C(=O)Nc2cccc(Cl)c2)CC1	5%	/	/	/	/	/	i	47	-0.1%	i	0.7	/	/
Cc1ccnc(NC(=O)CCC(=O)N(CC(=O)NCc2ccc(F)cc2)CC2CCCO2)c1 (centres undefined)	-2%	-1%	0.5%	11%	/	/	i	35	0.7%	i	5.6	/	/
CCCCc1ccc(NC(=O)Nc2c(C)n(C)n(-c3ccccc3)c2=O)cc1	4%	-7%	-0.5%	11%	/	/	i	8	5.8%	i	1.1	/	/
Cc1cccc2nc(-c3ccccc3)nc(N3CCC(O)(c4ccc(Cl)cc4)CC3)c12	5%	25%	-1.0%	0%	68*	12*	i	48	13%	i	1.0	0.9	844
CCS(=O)(=O)c1ccc(C(=O)Nc2cccc(Cl)c2)c(Cl)c1Cl	-5%	0%	0.2%	0%	4	3	i	48	8.4%	i	0.8	3.1	1426
CCOC(=O)CCc1c(C)nc2cc(-c3ccccc3OC)[nH]n2c1=O	9%	12%	0.1%	0%	-1	0	i	44	1.8%	i	1.3	-2.7	1166
Cc1ccc(S(=O)(=O)NN=C2CCC(C(C)(C)C)CC2)cc1[N+](=O)[O-] (centres undefined)	0%	6%	?	8%	5	-7	i	49	-0.5%	i	0.5	-0.7	1042
Nc1cc(N)nc(SCc2cccc(F)c2)n1	-2%	-4%	0.6%	7%	/	/	i	51	1.4%	i	0.3	/	/
CN(C)c1ccc(/C=c2\sc3n(c2=O)CCCN=3)cc1	9%	-26%	0.0%	7%	2	18	i	45	5.4%	i	0.9	-1.5	1143
Cc1cc(=O)oc2cc(OCC(=O)N(C)C3CCS(=O)(=O)C3)c(Cl)cc12 (centres undefined)	9%	-9%	0.2%	2%	/	/	i	32	2.1%	i	2.7	/	/
Cc1ccc2c(C)c(C(=O)NCc3ccc(S(N)(=O)=O)cc3)oc2c1	11%	-3%	-0.9%	26%	3	-11	i	31	1.9%	i	0.1	-1.3	958
